AMA1-RON2 inh: AMA1-RON2 (P. falciparum) interaction inhibition; Potency, µM (top dose mostly 58.2 µM), for inactives: at the highest dose activity change, negative = inhibition, hits mostly inhibitors; AlphaScreen AMA1-biotinylated RON2 peptide binding; AID 720542; 0.2% of 360,000 active;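 note: potency is the fitted concentration of half-maximal effect; 0% = vehicle wells and -100% = peptide control; nearly all actives have a fitted effect of over 45% in size; some results filed as inactive show a strong effect at the top dose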
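AMA1 (3D7) with his tag at 25 nM final met compounds first, then biotinylated RON2 peptide at 25 nM; detection used donor plus acceptor beads, 10 µg/mL apiece, read by AlphaScreen after 30 min at room temperature.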
Sm TGR inh: S. mansoni TGR enzyme inhibition. purified TGR, DTNB reduction, TNB absorbance 405 nm. Q962Y6. 3% of 360,000 active. Potency, µM (top dose mostly 114 µM), inactives show at the highest dose activity change, negative = inhibition, usual class: inhibitors; note: potency is the fitted concentration of half-maximal effect; nearly all actives have a fitted effect of over 60% in size
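Kinetic colorimetric format: TGR-catalysed, NADPH-driven DTNB reduction monitored via TNB absorbance. Enzyme dispensed at 20 nM; compound exposure 15 min at room temperature before reaction start.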
HCMV inh: inhibitors of human cytomegalovirus; HFF cells, HCMV-luciferase reporter, 72 h; active compounds read low; activity change, negative = inhibition, % at 57.5 µM; 4.5% of 410,000 active; in the data active = activity change below about -60%; inconclusive = no clear call, values can overlap the other calls; inactive = above about -39%
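Screen run at 2 compound doses on HFFs infected with reporter HCMV, MOI 1 PFU/cell. Luciferase activity from cell lysates at 72 h post infection gave inhibition relative to buffer-only and Salinomycin wells.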
HCV inhibitor: blocks hepatitis C virus; Huh7.5.1 HCVcc-Cre infection, luciferase reporter, 44 h; Potency, µM (highest dose often 41.8 µM), inactives show at the highest dose activity change, negative = inhibition, usual class: inhibitors; 3.4% of 340,000 active; AID 651820; note: potency is the fitted concentration of half-maximal effect
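Antiviral activity was scored by luciferase reporter output from cells infected with HCVcc-Cre (~0.5 moi) in presence of compound, 44 h infection period, cells seeded 1,000/well 4 h prior.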
FBPA Giardia inh: blocks Giardia fructose-bisphosphate aldolase activity | A8B2U2 | purified Giardia FBPA | Potency, µM (highest dose often 59.6 µM), without a hit: top-dose activity, negative = inhibition, usual class: inhibitors | 0.71% of 290,000 active; note: potency is the fitted concentration of half-maximal effect; nearly all actives have a fitted effect of over 55% in size
Target sequence (A8B2U2 whole entry, looked up): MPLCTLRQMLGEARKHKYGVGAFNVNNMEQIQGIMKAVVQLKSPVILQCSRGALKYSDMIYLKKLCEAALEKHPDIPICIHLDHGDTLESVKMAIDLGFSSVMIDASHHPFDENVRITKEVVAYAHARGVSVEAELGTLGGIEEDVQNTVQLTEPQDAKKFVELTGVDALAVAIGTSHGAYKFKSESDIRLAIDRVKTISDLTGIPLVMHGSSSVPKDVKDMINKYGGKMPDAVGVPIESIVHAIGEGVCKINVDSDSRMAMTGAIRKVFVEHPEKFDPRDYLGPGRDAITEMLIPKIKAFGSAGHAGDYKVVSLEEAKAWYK
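40 nM FBPA preincubated 10 min at RT with compound (up to 57.5 uM final), then substrate plus GAPDH/TPI/NAD/arsenate coupling and diaphorase/resazurin added. Fluorescence read after 20 min at RT, 525/598 nm.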
AmpC inh detg: blocks E. coli AmpC beta-lactamase in detergent assay | P00811 | AmpC hydrolysis of nitrocefin, absorbance 480 nm, 0.01% Triton | Potency, µM (doses to about 114 µM), for the others: at the highest dose activity change, negative = inhibition, most hits filed as inhibitors | 0.041% of 370,000 active | AID 485294;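 note: potency is the fitted concentration of half-maximal effect; 0% = no-compound wells and -100% = no-enzyme wells; nearly all actives have a fitted effect of over 25% in size; some results filed as inactive show a strong effect at the top dose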
Target sequence (P00811 whole entry, looked up): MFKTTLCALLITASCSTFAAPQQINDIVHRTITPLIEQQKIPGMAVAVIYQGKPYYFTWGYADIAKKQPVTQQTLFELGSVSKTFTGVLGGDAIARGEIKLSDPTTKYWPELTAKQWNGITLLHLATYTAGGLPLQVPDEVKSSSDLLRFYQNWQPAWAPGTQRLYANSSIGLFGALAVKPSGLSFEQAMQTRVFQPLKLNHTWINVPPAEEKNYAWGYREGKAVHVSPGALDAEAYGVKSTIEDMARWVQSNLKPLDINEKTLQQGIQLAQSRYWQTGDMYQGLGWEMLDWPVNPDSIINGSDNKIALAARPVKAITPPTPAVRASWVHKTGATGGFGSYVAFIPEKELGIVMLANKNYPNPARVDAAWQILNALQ
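20 mM phosphate pH 7.0 + 0.01% (detergent screen) or 0.0001% Triton X-100; 5.3 nM AmpC reagent; cpd preinc 15 min RT; nitrocefin (800 uM stock) to start; A480 q20 s × 4 min; Activity was normalised to no-enzyme and no-compound control wells.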
Starred values were filed as active, the others as inactive; u = inconclusive; x = not tested or not shown; & = joins results of further samples; [ ] = another dose, or the depositor's remark. Unless noted, calls come from the whole dose curve; as a rule, active = well fitted curve in the direction sought with a large enough effect; inconclusive = small, poorly fitted or top-dose-only effect, or another doubt; inactive = no such curve, though single readings can be large; an effect the other way counts as inactive or inconclusive. Unless noted, % is set by controls: 0 for no effect and ±100 for the full control effect.

SMILES	AMA1-RON2 inh	Sm TGR inh	HCMV inh	HCV inhibitor	FBPA Giardia inh	AmpC inh detg
Cc1ccsc1C(=O)OCC(=O)Nc1nnc(-c2ccccc2)o1	-22%	-9%	-15	14%	x	-5%
CCN(C(=O)CSc1nc(C)nc2sc(C)c(C)c12)c1ccc(F)cc1	10%	-8%	16	6%	x	u
O=C(Nc1cccc(-c2nnc(-c3ccccc3)o2)c1)C1CC1	22%	x	u	14µM*	-1%	2%
COc1ccccc1N1CCN(C(=O)CN(c2ccccc2OC)S(=O)(=O)c2ccccc2)CC1	-18%	-5%	47	12%&12%	-3%	-9%
CN(C)S(=O)(=O)N(CC(=O)NCCSCc1ccc(Cl)cc1Cl)c1ccccc1	x	2%	-2	x	x	16%
CCC(=O)c1ccc(NC(C)=O)cc1O	-3%	-22%	-15	14%	4%	3%
COc1cc2c(cc1OC)CN(S(C)(=O)=O)CC2	-7%	-1%	-85*	1%	-6%	-9%
C#CCNC(=O)/C=C/c1ccc(OC)cc1	17%	2%	9	1%	-4%	u
COc1cccc(C2=NN(C(C)=O)C(c3cn(-c4ccccc4)nc3-c3cccs3)C2)c1 (configuration not stated)	x	6%	3	x	x	0%
CCCc1cc(=O)[nH]c(SCC(=O)Nc2ncc(S(=O)(=O)c3ccc([N+](=O)[O-])cc3)s2)n1	-3%	0%	-20	4%	14%	3%
CC12CCC(=O)N1C(C(=O)OCC(=O)Nc1sccc1C#N)CS2 (configuration not stated)	-3%	-12%	68	5%	-6%	-17%
Cc1cccc(-c2noc(-c3ccc(F)cc3)n2)c1	35%[activator]	4%	50	-2%	0%	u
Cn1c(SCC(=O)N2CCCC2=O)nc2ccccc21	23%	-4%	1	8%	0%	-6%
CCOC(=O)CC(=O)CSc1ccc2nnc(-c3ccc(C)cc3)n2n1	-5%	-35%	-9	-19%	-3%	-12%
Cc1ccc(NC(=O)C2CCCN(S(=O)(=O)c3cn(C(C)C)cn3)C2)c(C)c1 (configuration not stated)	x	-6%	0	x	x	-3%
CCCc1nc2oc3c(OC)ncnc3c2c2c1COC(C)(C)C2	-2%	-13%	-35	u	0%	0%
CCOC(=O)N1CCC(NC(=O)CC2C(=O)NCCN2Cc2ccc(C)cc2)CC1 (configuration not stated)	16%	u	7	-2%	x	2%
COc1ccc(Cl)c2sc(N(Cc3cccnc3)C(C)=O)nc12	-11%	-2%	-24	13µM*	x	1%
COc1cc(OC)cc(C(=O)Nc2ccc(S(=O)(=O)Nc3nc(C)cc(C)n3)cc2)c1	-8%	x	5	12%	8%	-9%
CC1CCCCN1C(=O)CCS(=O)(=O)c1cccc2nonc12 (configuration not stated)	2%	u	-22	17%	2%	3%
COc1ccc(-c2cc(-c3ccc(OC)cc3)c(C#N)c(SC)n2)cc1	8%	-14%	-28	-6%	7%	-5%
CN1CCN(C(=O)/C(=C/c2cn(S(=O)(=O)N(C)C)c3ccccc23)NC(=O)c2ccccc2F)CC1	-3%	-13%	14	-21%	x	-16%
CCCCN1C(=O)C(O)(CC(=O)c2ccccn2)c2ccccc21 (configuration not stated)	-20%	x	-35	10%	-6%	7%
CCc1cccc2sc(N3CCN(C(=O)C4CC4)CC3)nc12	x	-3%	-25	x	x	5%
Cc1cc(-c2nnc(SCC(=O)Nc3ccccc3Cl)n2C)no1	4%	9%	-12	9%	0%	-1%
Next results follow.
SMILES	AMA1-RON2 inh	Sm TGR inh	HCMV inh	HCV inhibitor	FBPA Giardia inh	AmpC inh detg
CC1=C(C(=O)OC(C)C)C(c2ccc(C)o2)C(C(=O)OC(C)C)=C(C)N1	-15%	u	7	1%	-24%	-8%
C/C(=N\NC(=O)c1ccc(F)cc1)c1cccc(NC(=O)c2ccco2)c1	7%	-14%	5	u	1%	2%
CCOC(=O)c1sc2nc(CC(=O)OC)nc(N3CCN(c4ccccn4)CC3)c2c1C	-7%	-22%	-28	-18%	-6%	1%
OCCN(Cc1ccccc1)CC1CCCCC1	-5%	4%	-20	2%	u	-5%
CCOC(=O)C1=C(CN2CCc3ccccc32)NC(=O)NC1c1cc(C)ccc1C (configuration not stated)	-1%	x	-10	u	x	x
COc1ccc(C(=O)Oc2cccnc2)cc1	-2%	8%	-8	26%	9%	u
COc1cc(OC)cc(-c2nc(-c3ccc4c(c3)[nH]c(=O)n4C)no2)c1	x	2%	29	x	x	1%
CN1C(c2ccc(F)cc2)=CS/C1=C(/C#N)c1nnc(N2CCOCC2)n1-c1ccccc1	-3%	-24%	-21	3%	1%	-14%
Cc1cccc(Oc2nc3c(C)cccn3c(=O)c2/C=C(\C#N)c2nc3ccccc3[nH]2)c1	x	-10%	21	x	x	14%
CN(C(=O)Cc1noc2ccccc12)c1ccccc1	20%	0%	28	-26%	0%	-13%
COc1ccc(C(=O)NCC(=O)OCC(=O)N2CC(C)OC(C)C2)cc1OC (configuration not stated)	3%	x	u	14%	x	x
CC(=O)N1Cc2ccccc2CC1C(=O)NCc1ccccc1F (configuration not stated)	3%	6%	-20	5%	10%	1%
COC(=O)c1c(SC)nc2ccccc2c1OCc1ccc(C)cc1C	x	7%	-16	x	x	11%
CCCCCCNC(=O)c1cc(-c2ccco2)nc2ccccc12	-17%	3.2µM*	3	4%	0%	-2%
CSC1=C(C#N)C(CC(C)C)C2=C(CCCC2=O)N1 (configuration not stated)	3%	-2%	u	-13%	-15%	-13%
COc1ccc(O)c(CN2CC3CCC(CC3)C2)c1	-11%	x	2	-12%	x	x
COc1c(C)cc(S(=O)(=O)NCCN2CCOCC2)c(C)c1C	-3%	-2%	-10	15%	-4%	1%
Cc1ccc(NC(=S)NC2CC3CCC(C2)N3Cc2ccco2)c(C)c1 (configuration not stated)	-3%	-5%	u	-2%	-12%	-1%
O=C(NCCN1CCOCC1)c1cc(Sc2ccccc2Cl)nc2ccccc12	x	-10%	-61*	u	0%	-9%
O=c1[nH]c2ccccc2cc1-c1nnn(-c2ccc(Cl)c(Cl)c2)n1	1%	x	-23	12%	x	x
CC(=O)Nc1ccc(S(=O)(=O)NCC(=O)OCC(=O)Nc2sccc2C(N)=O)cc1	13%	-22%	-4	-2%	x	-14%
COc1ccc(/C=C(\NC(=O)c2ccc(C)cc2)C(=O)Nc2c(C)n(C)n(-c3ccccc3)c2=O)cc1	-9%	0%	-10	5%	3%	-1%
O=C(O)c1cccc(CSc2nnc(COc3ccccc3)o2)c1	-2%	9%	-31	4%	30%	-2%
COc1ccccc1CNC(=O)c1ccc(Cn2c(SCc3ccccc3)nc3cccnc32)cc1	x	2%	-17	x	x	-5%
COc1ccc(NC(=S)NCCN2CCOCC2)c(OC)c1	0%	x	u	4%	x	x

Results in HCV inhibitor (2 entries from above):
| Structure | HCV inhibitor |
| --- | --- |
| COc1ccc(O)c(CN2CC3CCC(CC3)C2)c1 | -12% |
| COc1c(C)cc(S(=O)(=O)NCCN2CCOCC2)c(C)c1C | 15% |

Continued.
SMILES	AMA1-RON2 inh	Sm TGR inh	HCMV inh	HCV inhibitor	FBPA Giardia inh	AmpC inh detg
Cc1nn(CC(=O)NCCCN2CCCCC2C)c(=O)c2cccn12 (configuration not stated)	-8%	5%	u	21%	-10%	-9%
O=C(NCc1ccncc1)Nc1ccc(F)cc1	0%	-5%	-13	22%	5%	-4%
O=C(NC1CCCC1)C1C2C=CC(C2)C1C(=O)N1CCOCC1 (configuration not stated)	-4%	1%	15	15%	1%	u
Cc1ccc2c(Cl)c(C(=O)Nc3ccc4c(c3)OCO4)sc2c1	13%	-9%	10	14%	0%	-6%
COc1ccc(Cl)cc1NC(=O)NNC(=O)c1ccccn1	96%[activator]	1%	-20	3%	x	-15%
CNC(=O)COC(=O)c1ccc(OCC(=O)Nc2ccccc2OC)c(OC)c1	8%	3%	-26	6%	1%	1%
COc1ccc(CCNC(=O)c2cccc([N+](=O)[O-])c2)cc1OC	30%	x	57	-19%	x	x
Cc1ccc(C)c(N2CCN(S(=O)(=O)c3ccc4[nH]c(=O)ccc4c3)CC2)c1	9%	-9%	7	20%	-5%	u
CN(C)S(=O)(=O)N1CCN(c2cc(Cl)ccc2Cl)CC1	12%	8%	42	-24%	17%	2%
CC1CCN(c2nc3c(c(=O)n(C)c(=O)n3C)n2Cc2ccccc2)CC1	-7%	9%	-31	u	0%	-1%
Cc1ccc(CNC(=O)c2ccccc2SCC(=O)NCC2CCCCC2)cc1	6%	4%	-28	-11%	4%	0%
CCC1(CC)C(=O)C2=C3C1[C@H](C(=O)OC)CC(C(=O)OC)C[C@H]3n1c(=O)n(C)c(=O)n1[C@H]2C (some centres not stated)	6%	x	15	7%	1%	x
Cc1ccc(N/C=C(\C2OC(=O)c3ccccc32)[N+](=O)[O-])c(C)c1 (configuration not stated)	-1%	u	u	-1%	-1%	-8%
CC(C)NC(=O)CCn1c(SCc2c(F)cccc2Cl)nc2c(sc3ccccc32)c1=O	x	8%	-12	x	x	7%
COc1c(NC(C)=O)c2c(c([N+](=O)[O-])c1OC)C(=O)OC2	-11%	x	0	2%	x	x
C/C(=C\c1cc(C(=O)O)c(C)o1)CO	-19%	-27%	29	8%	-1%	-4%
COc1cccc(-c2nc3n(n2)C(c2ccc4c(c2)OCO4)C(C(N)=O)=C(C)N3)c1 (configuration not stated)	-9%	-20%	166	-3%	-6%	u
CCOc1ccc2nc(SCC(=O)N3c4ccccc4Sc4ccccc43)c(C#N)cc2c1	4%	1%	-6	u	-1%	-13%
O=C(C1CCC(=O)N1Cc1ccc(F)cc1)N1CCC2(CC1)OCCO2 (configuration not stated)	2%	6%	29	7%	3%	u
CN(C)c1ccc(/C=N/Nc2nncc3ccccc23)cc1	-7%	u	40	-23%	-20%	-5%
CN(C)CC1CSCCC1(O)c1ccc(C(F)(F)F)cc1 (configuration not stated)	-11%	2%	u	8%	-1%	-3%
COc1ccc(NC(=O)CCC2COc3ccccc3O2)c(OC)c1 (configuration not stated)	-8%	-16%	21	-27%	-3%	-7%
NC(=O)c1ncn([C@@H]2O[C@H](CNS(=O)(=O)c3cc4ccccc4s3)[C@@H](O)[C@H]2O)n1	-5%	x	-22	-9%	x	x
Cc1nc(N)sc1-c1nnc(SCC(=O)Nc2ccccc2C(F)(F)F)n1C	-2%	0%	44	0%	5%	-14%
COc1ccccc1C1CC(=O)N(c2cccc(C(F)(F)F)c2)C2=C1C(=O)OC2 (configuration not stated)	x	-2%	19	x	x	-1%
COC(=O)c1ccccc1N1C(=O)C2C(C1=O)[C@H]1C=C[C@@H]2C1 (some centres not stated)	5%	5%	4	12%	3%	u

Whole records, looked up by structure. Order of values: AMA1-RON2 inh, Sm TGR inh, HCMV inh, HCV inhibitor, FBPA Giardia inh, AmpC inh detg
`CN(C)S(=O)(=O)N1CCN(c2cc(Cl)ccc2Cl)CC1` is listed with 12%, 8%, 42, -24%, 17%, 2%
`Cc1ccc(C)c(N2CCN(S(=O)(=O)c3ccc4[nH]c(=O)ccc4c3)CC2)c1` is listed with 9%, -9%, 7, 20%, -5%, u
`CC(C)NC(=O)CCn1c(SCc2c(F)cccc2Cl)nc2c(sc3ccccc32)c1=O` is listed with x, 8%, -12, x, x, 7%
`Cc1ccc2c(Cl)c(C(=O)Nc3ccc4c(c3)OCO4)sc2c1` is listed with 13%, -9%, 10, 14%, 0%, -6%
`NC(=O)c1ncn([C@@H]2O[C@H](CNS(=O)(=O)c3cc4ccccc4s3)[C@@H](O)[C@H]2O)n1` is listed with -5%, x, -22, -9%, x, x

Assay outcomes deposited in PubChem BioAssay by National Center for Advancing Translational Sciences (NCATS).
